# Source: PubChem BioAssay (National Center for Advancing Translational Sciences (NCATS))
# MCF10A rereplic = induces DNA re-replication in MCF 10a normal breast cells | MCF 10A DNA re-replication, Hoechst nuclear intensity, 48 h | Potency, µM (titrated, usually from 46.1 µM), for inactives: at the highest dose activity, positive = re-replication, most hits filed as activators | 2.9% of 350,000 active; note: potency is the fitted concentration of half-maximal effect; % of control where 0% means no effect; nearly all actives have a fitted effect of over 50% in size
# KB-3-1 cytotox = KB-3-1 parental cell cytotoxicity; KB-3-1 viability, CellTiter-Glo ATP luminescence, 72 h; Potency, µM (highest dose often 46.1 µM), inactives show at the highest dose activity change, negative = cytotoxic, most hits filed as cytotoxic; 1.4% of 400,000 active; note: potency is the fitted concentration of half-maximal effect; % is set by controls: 0 for no effect and ±100 for the full control effect; nearly all actives have a fitted effect of over 60% in size
#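 Multi-concentration cytotoxicity screen in KB-3-1 cells grown in DMEM lacking phenol red with 10% FBS. After 72 h at 37 °C with compound, ATP-dependent luminescence was recorded.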
# HT1080-NT tox = kills 2HG-producing HT-1080-NT fibrosarcoma cells; AID 686970; 1.6% of 360,000 active; Potency, µM (series often up to 46.1 µM), for the others: top-dose activity, negative = less viability, most hits filed as cytotoxic; HT-1080-NT fibrosarcoma viability, CellTiter-Glo ATP luminescence, 48 h;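 note: NT is the 2HG producing partner of a matched IDH1 knockdown line; potency is the fitted concentration of half-maximal effect; 0% = DMSO-treated cells and -100% = media-only wells without cells; nearly all actives have a fitted effect of over 55% in size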
#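 Read-out is CellTiter-Glo luminescence after 10 minutes at room temperature, following 48 hours' compound treatment of HT-1080-NT cells (750 cells/well, RPMI, 5% FBS, 37 degrees C).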
# ATXN viability = viability counter-screen for ATXN expression inhibitors; S2 cells (HEK-293 line with an ATXN2-luciferase reporter) viability, CellTiter-Fluor protease fluorescence, 24 h; Potency, µM (titrated, usually from 56.7 µM), actives largely listed as cytotoxic; 0.49% of 400,000 active; AID 651635; note: potency is the fitted concentration of half-maximal effect; nearly all actives have a fitted effect of over 40% in size
# KB-V1 MDR tox = kills drug-selected multidrug resistant KB-V1 cells; KB-V1 MDR cells viability, CellTiter-Glo, 72 h; Potency, µM (series often up to 46.1 µM), inactives show at the top dose activity change, negative = cytotoxicity, usual class: cytotoxic; 3.4% of 400,000 active; AID 1347076; note: potency is the fitted concentration of half-maximal effect; % is set by controls: 0 for no effect and ±100 for the full control effect; nearly all actives have a fitted effect of over 60% in size
#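 Luminescent ATP read-out (CellTiter-Glo, 10 min) measures survival of drug-selected KB-V1 MDR cells after 72 h, 37 degrees C compound exposure. Medium: phenol-red-free DMEM, 10% FBS. Values from fitted concentration-response curves.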
# HT1080 IDH1KD tx = HT-1080 IDH1 knockdown cell toxicity (counter line); HT-1080 IDH1 knockdown viability, ATP luminescence, 48 h; Potency, µM (titrated, usually from 46.1 µM), inactives show top-dose activity, negative = toxicity, actives largely listed as cytotoxic; 2% of 360,000 active;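 note: potency is the fitted concentration of half-maximal effect; 0% = DMSO wells and -100% = cell-free medium wells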
#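 Viability of IDH1-knockdown HT-1080 fibrosarcoma cells was assessed by CellTiter-Glo after 48 h at 37 °C with titrated compound; concentration-effect curves were classified by fit quality and response size.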
# SW480 rereplic = inducers of DNA re-replication in SW480 colon cancer cells; SW480 DNA re-replication, Hoechst DNA content imaging, 48 h; Potency, µM (highest dose often 46.1 µM), without a hit: top-dose re-replication activation, actives largely listed as activators; 1.8% of 340,000 active; note: potency is the fitted concentration of half-maximal effect; % of control where 0% means no effect; nearly all actives have a fitted effect of over 55% in size
#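 Hoechst fluorescence of nuclei (405 nm excitation, 500-530 nm emission) measured by plate-scanning imager after 48 hr compound exposure at 37 C; re-replication scored as increased number of nuclei with elevated intensity.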
# IL-1B inflam inh = blocks inflammasome-driven IL-1 beta release; AID 743279; activity change, % at 57.5 µM; THP-1 LPS/ATP IL-1B secretion, AlphaLISA, 16 h; stronger effect = lower value; 4.7% of 360,000 active; in the data active = activity change below about -50%; inconclusive = mostly about -30% to -49%; note: % is set by controls: 0 for no effect and ±100 for the full control effect
#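 Secreted IL-1B measured by AlphaLISA bead assay after 16 h compound exposure of THP-1 cells; compounds (final up to 57.5 uM) added 1 h before LPS (250 ng/mL) and ATP (1.25 mM) stimulation; lower signal means less secretion.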
# ATXN2 expr inh = reduces ATXN2 reporter expression in HEK-293 cells | HEK-293 ATXN2-luciferase reporter, luminescence, 24 h | Potency, µM (top dose mostly 57 µM), for inactives: at the top dose activity change, negative = inhibition, hits mostly inhibitors | 0.72% of 360,000 active | AID 1745845; note: potency is the fitted concentration of half-maximal effect; % is set by controls: 0 for no effect and ±100 for the full control effect; nearly all actives have a fitted effect of over 55% in size
#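 qHTS (up to 57 uM final) was run with 24 h compound exposure of reporter cells at 37 °C. Each well was multiplexed: SteadyGlo luminescence measured ATXN2-luciferase expression after a fluorogenic Gly-Phe-AFC viability readout (25 uM final).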
# Numbers without * were called inactive; i = inactive; ? = inconclusive; / = not tested or not shown; [ ] = remark or other dose. Unless noted, calls come from the whole dose curve; as a rule, active = well fitted curve in the direction sought with a large enough effect; inconclusive = small, poorly fitted or top-dose-only effect, or another doubt; inactive = no such curve, though single readings can be large; an effect the other way counts as inactive or inconclusive.
# Every second line gives: MCF10A rereplic	KB-3-1 cytotox	HT1080-NT tox	ATXN viability	KB-V1 MDR tox	HT1080 IDH1KD tx	SW480 rereplic	IL-1B inflam inh	ATXN2 expr inh
O=C(NCC1COc2ccccc2O1)c1cc(S(=O)(=O)N2CCOCC2)c(Cl)cc1Cl (centres undefined)
    2%	-7%	-1%	i	-18%	-16%	?	-8	-8%
COc1ccc(OCC(=O)Nc2ccc(NC(=O)c3cccs3)c(OC)c2)cc1
    -1%	-3%	20%	i	1%	5%	-2%	-2	-3%
COc1ccc(CC(=O)NN2C(=O)c3ccccc3C2=O)cc1
    -60%[inhibitor]	-11%	8%	i	-11%	19%	-38%[inhibitor]	0	-3%
CC1CCN(c2nc3ccc(C(=O)NC(C)C)cc3s2)CC1
    /	1%	/	i	-9%	/	/	/	37%[activator]
O=C(NC1CCCC1)C1CCCN1S(=O)(=O)c1cccc2cccnc12 (centres undefined)
    24%	-3%	0%	i	-26%	-4%	-1%	23	-7%
O=C(CSc1ccc2nnc(-c3cccnc3)n2n1)NCc1ccco1
    -1%	17%	16%	i	5%	6%	-20%	-11	1%
COc1ccc(CC(=O)NNc2ncnc3c2cnn3C)cc1OC
    1%	9%	8%	i	1%	8%	3%	42	-4%
CC(C)CCNC(=O)[C@H](CSCc1ccccc1)N1Cc2ccccc2C1=O
    9%	-11%	6%	i	-6%	2%	1%	-5	-11%
CCC(=Nc1ccccc1O)C1=C(O)CC(c2ccccc2)CC1=O (centres undefined)
    ?	?	-23%	i	0%	-26%	17%	0	5%
COc1ccc(OC)c(NC(=O)Cn2c(C)nc3ccccc3c2=O)c1
    1%	4%	1%	i	-18%	9%	-70%[inhibitor]	29	-4%
Cc1ccccc1CNC(=O)C(=O)NCCC1CCCCN1S(=O)(=O)c1cccs1 (centres undefined)
    15%	-13%	-8%	i	?	-29%	2%	-24	-8%
CCn1cc(CNC(=O)c2c(-c3c(Cl)cccc3Cl)noc2C)c(C)n1
    24%	5%	-2%	i	-27%	-2%	-4%	16	-15%
C#CCOC(=O)c1ccccc1C(=O)O
    14%	-2%	27%	i	8%	18%	-3%	16	-4%
CC(Oc1ccc(-c2ccccc2)cc1)C(=O)N1CCOCC1 (centres undefined)
    2%	-27%	-4%	i	?	-6%	21%	-3	13%
CC1C(c2ccccc2)OCCN1C=NC#N (centres undefined)
    /	10%	5%	i	16%	16%	/	-8	/
Cc1ccc2c(c1)-c1ncc(C(=O)c3ccccc3O)cc1CO2
    /	-11%	/	i	?	/	/	/	-4%
CCCCn1c(N)c(N(CC(C)C)C(=O)CCNC(=O)c2ccc([N+](=O)[O-])cc2)c(=O)[nH]c1=O
    -5%	-2%	0%	i	12%	-3%	-8%	-12	-9%
ClCCn1cnc2c(SCc3ccccc3Cl)ncnc21
    9%	?	-21%	i	?	?	8%	-67*	45%[activator]
C[C@H]1CN=C(Nc2ccccc2)N1CC1CCC1
    0%	24%	2%	i	25%	-2%	-5%	7	10%
Cc1ccc(C(=O)O)cc1NC(=O)CSc1ncnc2sc3c(c12)CCC3
    -7%	6%	-9%	i	25%	10%	-2%	-1	-1%

# Structures listed above that bear a hit mark in IL-1B inflam inh:
SMILES	SW480 rereplic	IL-1B inflam inh
ClCCn1cnc2c(SCc3ccccc3Cl)ncnc21	8%	-67*

# (list continues)
# Every second line gives: MCF10A rereplic	KB-3-1 cytotox	HT1080-NT tox	ATXN viability	KB-V1 MDR tox	HT1080 IDH1KD tx	SW480 rereplic	IL-1B inflam inh	ATXN2 expr inh
COc1cc(/C=N/NC(=O)c2ccncc2)ccc1OC(=O)c1cccc(Br)c1
    -19%	15%	9%	i	-3%	6%	-17%	7	-10%
CC(C)Oc1cc(F)ccc1-c1cc(C(=O)Nc2cccc(Cl)c2)[nH]n1
    /	?	?	?	0%	?	/	20	?
O=C(CSc1ccc(S(=O)(=O)N2CCCC2)cn1)Nc1ccc([N+](=O)[O-])cc1C(F)(F)F
    18%	?	0%	i	5.2µM*	-14%	4%	-12	1%
COC(=O)c1sc2cccc(F)c2c1S(=O)(=O)NC(C)c1ccccc1 (centres undefined)
    /	5%	/	i	0%	/	/	/	8%
O=C(COC(=O)CNC(=O)c1ccccc1)Nc1ccc2c(c1)OCO2
    3%	17%	0%	i	1%	5%	-2%	-8	-1%
Cc1c(C(=O)NCCSCc2c(F)cccc2Cl)cnn1-c1ccc(Cl)cc1
    ?	-9%	?	i	?	?	?	/	-2%
CN(C(=O)COC(=O)c1cc([N+](=O)[O-])ccc1N1CCCC1)C1CCS(=O)(=O)C1 (centres undefined)
    10%	-6%	-12%	i	3%	-1%	1%	-4	11%
COc1ccccc1CNC(=O)c1ccc(N(C)S(=O)(=O)c2ccc(C)cc2)cc1
    ?	2%	-11%	i	-19%	-15%	-2%	3	-4%
Nc1cc(C(=O)OCC(=O)N2CCCC2=O)ccc1Cl
    7%	1%	12%	i	1%	3%	?	16	29%
O=C(N/N=C/c1cccs1)c1cc(-c2ccc3ccccc3c2)n[nH]1
    ?	-9%	?	i	?	?	?	?	-11%
O=C(COc1ccc(S(=O)(=O)N2CCCC2)cc1[N+](=O)[O-])N1CCCC1
    9%	2%	8%	i	0%	13%	4%	0	-10%
Cc1cc(F)ccc1C(O)c1ncc(-c2ccccc2Cl)[nH]1 (centres undefined)
    /	0%	-19%	?	-1%	?	/	-21	-5%
O=C(C1CC1)N1CCc2cc(S(=O)(=O)N3CCOCC3)ccc21
    -3%	-2%	3%	i	15%	-6%	2%	19	1%
O=C1c2ccccc2C(=O)N1CCCCSc1nc2ccccc2o1
    9%	-4%	4%	i	2%	3%	-2%	32	-1%
CCCSc1nc(O)c(C(c2ccc(OC)c(O)c2)c2c(O)nc(SCCC)n(C)c2=O)c(=O)n1C
    14%	2%	11%	i	8%	15%	0%	-7	-11%
CC1(C)CC(=O)c2cc(NC(=O)c3ccc(F)cc3)c(=O)oc2C1
    -1%	15%	17%	i	-1%	24%	-5%	-12	-11%
CC1CN(c2oc(COc3ccc(Cl)cc3Cl)nc2C#N)CC(C)O1 (centres undefined)
    ?	-4%	-26%	i	-12%	-21%	1%	?	-22%
COc1ccc(/C=C/C(=O)NCCCN2CCOCC2)cc1
    -4%	-9%	1%	i	-1%	-6%	-5%	-12	23%
Cc1sc2ncn(CC(=O)N3CCN(c4cccc(Cl)c4)CC3)c(=O)c2c1S(=O)(=O)N1CCC(C)CC1
    /	-4%	/	?	-12%	/	/	/	-6%
Cc1ccc(N2CC(C(=O)NCCS(=O)(=O)N3CCN(c4ccccc4F)CC3)CC2=O)cc1 (centres undefined)
    0%	-6%	13%	i	-2%	8%	-9%	-4	4%
CC(=O)c1c(C)[nH]c(C(=O)OCC(=O)Nc2ccc(Cl)c(S(=O)(=O)N(C)C)c2)c1C
    ?	?	?	13µM*	?	23µM*	-4%	-29	/
OC1CCCN(Cc2c3ccccc3cc3ccccc23)C1 (centres undefined)
    -4%	29%	?	i	?	?	3%	-17	18µM*
COc1ccc(NC(=O)Nc2ccc(O)c3ccccc23)cc1
    ?	3%	-26%	?	-15%	-10%	?	0	?

# Part of the list above, in CSV form.
structure,MCF10A rereplic,KB-3-1 cytotox,HT1080-NT tox,ATXN viability,KB-V1 MDR tox,HT1080 IDH1KD tx,SW480 rereplic,IL-1B inflam inh,ATXN2 expr inh
Cc1sc2ncn(CC(=O)N3CCN(c4cccc(Cl)c4)CC3)c(=O)c2c1S(=O)(=O)N1CCC(C)CC1,/,-4%,/,?,-12%,/,/,/,-6%
Cc1ccc(N2CC(C(=O)NCCS(=O)(=O)N3CCN(c4ccccc4F)CC3)CC2=O)cc1 (centres undefined),0%,-6%,13%,i,-2%,8%,-9%,-4,4%

# Compounds listed so far that contain two or more sulfur atoms (6):
# Every second line gives: MCF10A rereplic	KB-3-1 cytotox	HT1080-NT tox	ATXN viability	KB-V1 MDR tox	HT1080 IDH1KD tx	SW480 rereplic	IL-1B inflam inh	ATXN2 expr inh
Cc1ccccc1CNC(=O)C(=O)NCCC1CCCCN1S(=O)(=O)c1cccs1 (centres undefined)
    15%	-13%	-8%	i	?	-29%	2%	-24	-8%
Cc1ccc(C(=O)O)cc1NC(=O)CSc1ncnc2sc3c(c12)CCC3
    -7%	6%	-9%	i	25%	10%	-2%	-1	-1%
O=C(CSc1ccc(S(=O)(=O)N2CCCC2)cn1)Nc1ccc([N+](=O)[O-])cc1C(F)(F)F
    18%	?	0%	i	5.2µM*	-14%	4%	-12	1%
COC(=O)c1sc2cccc(F)c2c1S(=O)(=O)NC(C)c1ccccc1 (centres undefined)
    /	5%	/	i	0%	/	/	/	8%
CCCSc1nc(O)c(C(c2ccc(OC)c(O)c2)c2c(O)nc(SCCC)n(C)c2=O)c(=O)n1C
    14%	2%	11%	i	8%	15%	0%	-7	-11%
Cc1sc2ncn(CC(=O)N3CCN(c4cccc(Cl)c4)CC3)c(=O)c2c1S(=O)(=O)N1CCC(C)CC1
    /	-4%	/	?	-12%	/	/	/	-6%

# The order is random; overall some 11% were active at least once.
